Menin-MLL TR inh = inhibitors of human menin-MLL interaction, mutant MLL peptide | O00255 | Menin + Texas Red MLL mutant peptide, fluorescence polarization | Potency, µM (doses to about 61.6 µM), for inactives: at the top dose FP activity change, negative = inhibition, usual class: inhibitors | actives 0.23% (n = 270,000); active means well fitted inhibition curve with a large enough effect in the polarisation, with a control signal flat, not every such curve was filed as active; inconclusive means small, poorly fitted or top-dose-only effect, or effect the other way, or a change in a side signal; inactive means no such curve, though single readings can be large or run the other way; the % refers to the polarisation; further: potency means the concentration at half of the fitted maximal effect; % of control where 0% means no effect; many of its hits are not listed in these tables
GALK inh = inhibitors of human galactokinase; Potency, µM (top dose mostly 57.5 µM), without a hit: at the top dose activity change, negative = inhibition, hits mostly inhibitors; AID 1868; actives 0.007% (n = 270,000); Purified GALK, Kinase-Glo residual ATP luminescence; further: potency means the concentration at half of the fitted maximal effect; on the % scale 0 is the no-effect control and ±100 the full control effect
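GALK at 5 nM final was combined with compound, 35 uM ATP and 100 uM galactose in HEPES pH8.0 with MgCl2 and DTT. The reaction ran one hour at room temperature before luminescent ATP detection.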
B2AR arrestin = recruits beta-arrestin to the human beta2-adrenergic receptor | P07550 | beta-arrestin recruitment to beta2AR, cell-based reporter | Potency, µM (top dose mostly 46.1 µM), for inactives: at the highest dose activation, actives largely listed as activators | actives 0.02% (n = 330,000) | AID 492947;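 further: potency means the concentration at half of the fitted maximal effect; 0% = DMSO controls and full agonism = EC100 isoproterenol or metaproterenol; nearly all actives have a fitted effect of over 65% in size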
PKM2 activator = PKM2 (human) enzyme activation; Potency, µM (top dose mostly 57.5 µM), for the others: at the top dose activation, most hits filed as activators; purified PKM2, Kinase-Glo ATP luminescence, activation; response scale: 0% is enzyme alone, no compound; P14618; actives 0.34% (n = 260,000); further: potency means the concentration at half of the fitted maximal effect; on the % scale 0 is the no-effect control and ±100 the full control effect; nearly all actives have a fitted effect of over 55% in size
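Purified hPK-M2 (>95%) run at intermediate activity with 0.1 mM ADP and 0.5 mM PEP in 50 mM imidazole pH 7.2, KCl, MgCl2; 1 h room temperature. ATP formed read by Kinase-Glo luminescence; normalized to uninhibited and no-enzyme controls.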
S-ASM inh = blocks human secretory acid sphingomyelinase; Potency, µM (doses to about 57.5 µM), without a hit: at the top dose activity change, negative = inhibition, most hits filed as inhibitors; actives 0.006% (n = 340,000); P17405; placental ASM, HMU-PC fluorogenic substrate, 60 min; further: potency means the concentration at half of the fitted maximal effect
Target sequence (P17405 47-631 limits assumed): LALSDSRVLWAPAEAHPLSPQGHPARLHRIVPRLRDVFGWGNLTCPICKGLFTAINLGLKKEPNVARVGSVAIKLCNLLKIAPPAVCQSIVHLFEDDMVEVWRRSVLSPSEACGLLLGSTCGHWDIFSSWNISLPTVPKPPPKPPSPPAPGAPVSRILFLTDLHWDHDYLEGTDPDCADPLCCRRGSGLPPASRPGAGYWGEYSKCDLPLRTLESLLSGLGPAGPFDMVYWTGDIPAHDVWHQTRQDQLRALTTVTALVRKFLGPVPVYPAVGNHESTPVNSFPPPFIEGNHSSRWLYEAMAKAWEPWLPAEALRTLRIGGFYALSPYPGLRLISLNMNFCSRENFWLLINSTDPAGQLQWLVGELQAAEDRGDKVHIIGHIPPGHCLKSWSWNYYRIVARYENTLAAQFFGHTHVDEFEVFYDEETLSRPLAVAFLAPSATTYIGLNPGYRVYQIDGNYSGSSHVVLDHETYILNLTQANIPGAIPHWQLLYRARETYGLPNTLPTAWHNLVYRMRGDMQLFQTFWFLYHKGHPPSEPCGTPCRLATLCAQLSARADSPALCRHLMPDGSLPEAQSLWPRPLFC
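Fluorogenic HMU-PC substrate (9 uM final) is turned over by placental ASM in 60 min at 37 C after a 10 min compound preincubation. Reaction ended by alkaline stop (pH 10), with fluorescence read at 386/447 nm.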
Giardia killer = Giardia lamblia killing; Giardia lamblia trophozoite viability; activity change, % at 7.66 µM, hits read low; actives 0.15% (n = 340,000); AID 540267; in the data active means activity change below about -80%; inconclusive means between about -30% and that limit;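 further: parasites exposed to compound for two days anaerobically before the ATP read; on the % scale 0 is the no-effect control and ±100 the full control effect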
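Each well holds 100 Giardia trophozoites and compound. After two days (48 hrs) at 37 deg C in anaerobic conditions, ATP is quantified by luminescence.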
a7 integrin act = activates integrin-mediated alleviation for muscular dystrophy; actives 0.064% (n = 350,000); Potency, µM (series often up to 38.3 µM), for inactives: at the top dose activation, usual class: activators; alpha7betagal myoblasts, beta-gal FDG fluorescence, 48 h; AID 624291;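 further: potency means the concentration at half of the fitted maximal effect; 100% = response of the positive control SU9516; nearly all actives have a fitted effect of over 60% in size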
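Alpha7betagal+/- myoblasts (passage 13) were plated 16-24 hr, then exposed to compounds (1:260 dilution of DMSO stock) for 48 hours at 37C. After MPER lysis, β-galactosidase reporter activity was read as FDG fluorescence (ex 480/em 540) after 30 minutes.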
Chronic BCR inh = blocks chronic active B-cell receptor signaling. ABC-DLBCL IkBa-CBG/CBR reporter, luminescence ratio, 4 h. Potency, µM (titrated, usually from 46.1 µM), without a hit: top-dose ratio change, negative = lower green/red ratio, usual class: inhibitors. actives 0.05% (n = 340,000). AID 493014; active means well fitted inhibition curve with a large enough effect in the signal ratio, with a control signal flat, not every such curve was filed as active; inconclusive means small, poorly fitted or top-dose-only effect, or effect the other way, or a change in a side signal; the % refers to the signal ratio;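 further: potency means the concentration at half of the fitted maximal effect; plate controls were basal doxycycline-induced cells for no effect and cells given 10 µM MG132 for full effect; MG132 reads +100%, hits lower the ratio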
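Cell line TMD8 (human ABC DLBCL), stably expressing tet-inducible CBG68-IkBa fusion and CBR; IMDM/0.5% FBS; cpd up to 46 uM; dox induction, 4 h, 37C/5% CO2; dual luminescence; green/red ratio; MG132 control.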
Tb PFK inh = T. brucei PFK enzyme inhibition. actives 0.17% (n = 330,000). Potency, µM (titrated, usually from 57.5 µM), for inactives: top-dose activity, negative = inhibition, most hits filed as inhibitors. AID 485367. T. brucei PFK, ADP-Glo luminescence;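 further: potency means the concentration at half of the fitted maximal effect; 0% = uninhibited 1x PFK enzyme wells and -100% = no-enzyme wells; nearly all actives have a fitted effect of over 60% in size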
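ADP-Glo luminescence quantified ADP after 45 min at room temperature, with 1.25 nM T. brucei PFK, 0.1 mM ATP and 0.5 mM fructose-6-phosphate in pH 8.0 TEA buffer. qHTS titrations up to 57 µM; curves classified by quality.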
PTAP TSG101 blk = blocks PTAP/TSG101 interaction to inhibit HIV-1 budding. AID 493005. Q99816. 340,000 tested, under 10 active. Fluorescence polarization, FITC-PTAP peptide / Tsg101 binding. Potency, µM (series often up to 115 µM), without a hit: top-dose activity change, negative = inhibition, most hits filed as inhibitors; active means well fitted inhibition curve with a large enough effect in the main read-out, with a control signal flat, not every such curve was filed as active; inconclusive means small, poorly fitted or top-dose-only effect, or effect the other way, or a change in a side signal; inactive means no such curve, though single readings can be large or run the other way; further: potency means the concentration at half of the fitted maximal effect; % of control where 0% means no effect
Target sequence (Q99816 whole entry, looked up): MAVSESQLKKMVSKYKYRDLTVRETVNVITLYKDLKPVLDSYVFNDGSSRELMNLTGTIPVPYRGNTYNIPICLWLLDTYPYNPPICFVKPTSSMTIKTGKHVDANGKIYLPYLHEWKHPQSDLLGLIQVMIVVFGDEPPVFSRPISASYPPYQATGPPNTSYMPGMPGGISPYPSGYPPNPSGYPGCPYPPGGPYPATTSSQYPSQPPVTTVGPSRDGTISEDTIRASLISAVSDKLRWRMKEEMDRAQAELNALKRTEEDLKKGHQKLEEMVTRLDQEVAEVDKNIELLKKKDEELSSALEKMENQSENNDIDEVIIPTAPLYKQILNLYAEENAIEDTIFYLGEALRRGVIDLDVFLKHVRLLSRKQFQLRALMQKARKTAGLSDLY
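FP read-out: FITC-PTAP peptide, 50 nM final, binding Tsg101 binding domain, 10 uM final; 20 min, r.t.; 10 mM HEPES pH 7.5, 0.15 M NaCl, 0.01% Tween 20, 3 mM EDTA, 0.1 mM TCEP.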
FBPA coupling cs = coupling enzyme interference in Giardia aldolase counter-screen | activity change, negative = inhibition, % at 58.2 µM, hits read low | coupling enzyme system counterscreen, AmpLite Red fluorescence | AID 2472 | actives 0.67% (n = 290,000); in the data active means activity change below about -30%; further: on the % scale 0 is the no-effect control and ±100 the full control effect
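Compounds tested against the coupling enzymes alone at 57.5 uM final; readout was AmpLite Red fluorescence (525/598 nm) after 20 min at RT.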
An asterisk follows results filed as active; u = inconclusive; x = no result given; & = joins results of further samples; [ ] = dose if it differs, or a comment. Unless noted, the call rests on the fitted dose curve; in most records, active means well fitted curve in the direction sought with a large enough effect; inconclusive means small, poorly fitted or top-dose-only effect, or another doubt; inactive means no such curve, though single readings can be large; an effect the other way counts as inactive or inconclusive. An excerpt; count on the stated rates, not on these rows.

entry	SMILES	Menin-MLL TR inh	GALK inh	B2AR arrestin	PKM2 activator	S-ASM inh	Giardia killer	a7 integrin act	Chronic BCR inh	Tb PFK inh	PTAP TSG101 blk	FBPA coupling cs
1	Cc1sc2nc(CN3CCOCC3)nc(NS(=O)(=O)c3cc(Cl)ccc3Cl)c2c1C	x	x	-3.0%	x	-1%	3	14%	u	-2%	0%	x
2	CCC1(C)Cc2c(sc3nc4n(c(=O)c23)CCS4)CO1 (stereo not given)	3%	1%	-0.7%	-4%	0%	8	-9%	u	3%	1%	0
3	CCOc1ccc(C(C)NC(=O)Cc2ccccc2)cc1OCC (stereo not given)	-9%	x	5.3%	-2%	6%	2	22%	2%	-1%	-7%	2
4	CCOc1ccc(C(=O)N2CCN(c3ccccn3)CC2)cc1	-8%	-3%	-0.4%	5%[11.5 µM]	0%	-12	9%	12%	3%	-7%	4
5	Cc1cc(C)c2c(=O)n(CC(=O)N3CCC(N4CCCCC4)CC3)sc2n1	2%	1%	0.1%	-20%	6%	1	-68%[inhibitor]	u	2.4µM*	-3%	4
6	C=CCOC(=O)C1=C(C)NC(C)=C(C(=O)OCC=C)C1c1cccs1	45%[activator]	-5%	0.3%	1%	12%	2	u	1%	1%	-8%	-5
7	Cc1c(N=Cc2cc3c(cc2Cl)OCO3)c(=O)n(-c2ccccc2)n1C	3%	-2%	0.1%	15%	5%	6	-20%	-1%	-6%	-10%	0
8	CCOC(=O)/C(=N/Nc1ccc(Cl)cc1)S(=O)(=O)c1ccccc1	x	1%	0.2%	-3%	-7%	-6	-1%	0%	1%	-3%	1
9	Cc1cccc(-c2ncc(S(=O)(=O)C(C)(C)C)c(N)n2)c1	x	-2%	0.1%	0%	5%	1	4%	9%	0%	1%	-1
10	O=C(NC1CCCCCCC1)C1c2ccccc2C(=O)N1Cc1cccs1 (stereo not given)	-21%	1%	0.0%	2%	1%	5	-5%	-2%	1%	0%	1
11	Cc1ccc(NC(=O)CSc2nc3ccc(Nc4nc(N5CCOCC5)nc(N5CCOCC5)n4)cc3s2)cc1	x	-3%	0.3%	x	-2%	-8	-7%	-1%	7%	-1%	x
12	CCOC(=O)c1sc(NC(=O)CSc2n[nH]c(C)n2)nc1C	9%	-1%	-0.1%	0%	1%	6	0%	u	2%	-6%	0
13	CC(C)C1S/C(=N/N=C/c2cccs2)NC1=O (stereo not given)	28%	x	-0.6%	-7%	-1%	8	-12%	-5%	0%	-7%	-6
14	Cc1nnc(SCc2nc3ccccc3nc2C)s1	1%	-2%	-0.1%	7%	3%	-16	2%	9%	1%	-4%	-4
15	Cc1cc(=O)n2[nH]c(C(=O)O)nc2n1	-8%	-1%	-0.1%	-21%	0%	-15	9%	-4%	-2%	-3%	-4
16	CC(C)Cc1nc2oc3c(NCC4CCCO4)ncnc3c2c2c1CCC2 (stereo not given)	-8%	1%	0.0%	2%	-4%	7	-6%	u	-1%	-15%	1
17	Cc1ccc(C2(CCNS(=O)(=O)c3ccc(C)cc3)CCOC(C(C)C)C2)cc1 (stereo not given)	-11%	-4%	-0.9%	-4%	-9%	1	-1%	1%	2%	-1%	-2
18	Cc1cc(C)c(S(=O)(=O)N2CCCCC2CCNC(=O)C(=O)NCc2ccco2)c(C)c1 (stereo not given)	x	x	4.0%	x	-3%	3	-16%	5%	21%	3%	x
19	COc1ccc(-n2cc(CNCCc3cnc[nH]3)c(-c3cccc(F)c3)n2)cc1	-5%	1%	0.5%	1%	8%	5	-56%[inhibitor]	u	-2%	-2%	7
20	Cc1nn(C(C)C(=O)NCCCN2CCCC2)c(=O)c2nn(-c3ccccc3)c(C)c12 (stereo not given)	-18%	-1%	-0.8%	x	4%	-10	29%	2%	3%	1%	-4
21	CCOc1ccc(N=C(NC#N)SCC)cc1	1%	1%	-0.8%	5%	0%	2	-30%	u	3%	-2%	8
22	Cc1cccc(/C=N/n2c(-c3cc(-c4ccccc4)n[nH]3)n[nH]c2=S)c1	11%	x	-0.4%	-1%	-19%	7	26%	21%	-15%	-1%	3
23	CC1CN(c2ccc(S(=O)(=O)N3CCCC3)cn2)CC(C)O1 (stereo not given)	x	3%	0.2%	5%	0%	15	-27%	-2%	1%	-4%	1
24	Cc1c(C)c2ccc(OCC(=O)NC3CCN(Cc4ccccc4)CC3)cc2oc1=O	x	-5%	-0.1%	x	9%	-8	3%	-12%	17%	0%	x

Shown with values under each structure: entries from further up
Fields: Menin-MLL TR inh	GALK inh	B2AR arrestin	PKM2 activator	S-ASM inh	Giardia killer	a7 integrin act	Chronic BCR inh	Tb PFK inh	PTAP TSG101 blk	FBPA coupling cs
#18 Cc1cc(C)c(S(=O)(=O)N2CCCCC2CCNC(=O)C(=O)NCc2ccco2)c(C)c1 (stereo not given)
    x	x	4.0%	x	-3%	3	-16%	5%	21%	3%	x
#19 COc1ccc(-n2cc(CNCCc3cnc[nH]3)c(-c3cccc(F)c3)n2)cc1
    -5%	1%	0.5%	1%	8%	5	-56%[inhibitor]	u	-2%	-2%	7

Remaining list, next part:
entry	SMILES	Menin-MLL TR inh	GALK inh	B2AR arrestin	PKM2 activator	S-ASM inh	Giardia killer	a7 integrin act	Chronic BCR inh	Tb PFK inh	PTAP TSG101 blk	FBPA coupling cs
25	O=C(CNC(=O)C(c1ccccc1)c1ccccc1)N/N=C/c1cccnc1	x	1%	3.8%	-15%	4%	2	-14%	7%	0%	-4%	2
26	COCCNC(=O)COc1cccc(Oc2ccccc2)c1	8%	-1%	-0.1%	6%	4%	9	28%	-8%	17%	-2%	5
27	CC(C)CCN(C(=O)c1ccncc1)c1c(N)n(Cc2ccccc2)c(=O)[nH]c1=O	x	x	0.5%	x	9%	-25	-1%	6%	-2%	0%	x
28	CCN1C(=O)c2ccc(C(=O)Nc3ccc(O)cc3C)cc2C1=O	-16%	6%	-0.2%	14%[11.5 µM]	-1%	19	0%	-6%	1%	-5%	1
29	Cc1cccc(C(=O)NNC(=O)c2ccc(S(=O)(=O)N3CCOCC3)cc2)c1	10%	8%	-0.2%	-2%	1%	-3	-4%	-3%	6%	0%	2
30	O=C(NC1CCN(Cc2ccc(Cl)cc2)CC1)c1cn(-c2ccccc2)nc1-c1cccnc1	x	x	-1.6%	x	-2%	-22	-51%[inhibitor]	u	-3%	-7%	x
31	O=S(=O)(Nc1nc2ccccc2nc1NCC1CCCO1)c1ccccc1 (stereo not given)	x	-1%	-0.1%	2%	11%	-11	-8%	13%	-7%	0%	7
32	O=C(CSc1ncnc2nc[nH]c12)Nc1ccccc1C(F)(F)F	2%	3%	-0.3%	1%	2%	-14	-12%	-16%	0%	-3%	4

Sorted by the number under Menin-MLL TR inh (descending): four from the list above.
entry	Molecule	Menin-MLL TR inh	GALK inh	B2AR arrestin	S-ASM inh	a7 integrin act	Chronic BCR inh	Tb PFK inh	PTAP TSG101 blk
29	Cc1cccc(C(=O)NNC(=O)c2ccc(S(=O)(=O)N3CCOCC3)cc2)c1	10%	8%	-0.2%	1%	-4%	-3%	6%	0%
26	COCCNC(=O)COc1cccc(Oc2ccccc2)c1	8%	-1%	-0.1%	4%	28%	-8%	17%	-2%
32	O=C(CSc1ncnc2nc[nH]c12)Nc1ccccc1C(F)(F)F	2%	3%	-0.3%	2%	-12%	-16%	0%	-3%
28	CCN1C(=O)c2ccc(C(=O)Nc3ccc(O)cc3C)cc2C1=O	-16%	6%	-0.2%	-1%	0%	-6%	1%	-5%

The list goes on.
entry	SMILES	Menin-MLL TR inh	GALK inh	B2AR arrestin	PKM2 activator	S-ASM inh	Giardia killer	a7 integrin act	Chronic BCR inh	Tb PFK inh	PTAP TSG101 blk	FBPA coupling cs
33	CCCCN(C)CCNC(=O)c1cc2c(-c3ccccc3F)nn(C)c2s1	u	x	-1.0%	x	1%	5	24%	u	-1%	-2%	4
34	Fc1ccc(-c2csc3ncnc(N4CCc5ccccc5C4)c23)cc1	-3%	0%	-1.1%	3%	-12%	7	18%	u	0%	-2%	1
35	Cc1ccc2[nH]c3c(c2c1)CCN(C)C3	-4%	0%	0.1%	-1%	2%	-7	u	-4%	-7%	-5%	0
36	O=C1C(=O)c2ccccc2C(O)=C1C1CCC(c2ccc(Cl)cc2)CC1 (stereo not given)	u	x	-0.1%	x	3%	15	x	-4%	-1%	-7%	-1&1
37	COc1cccc2sc3cc(NCc4ccc5c(c4)OCO5)ccc3c(=O)c12	x	x	0.4%	x	x	0	11%	u	2%	x	x
